Autofluor 339: intrinsic fluorescence of library compounds, ex339/em460 – biochemical, MLSMR library, data from DPM-DC assay, artefact control, profiling panel | compound autofluorescence, ex339/em460 nm, NADH buffer; stronger effect = higher value; 1 = no-compound wells, NADH background | fluorescence fold increase at 10 µM | hit rate 5.5% among 65,000 | AID 709, 2007;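 active means at 10 µM, mean starting fluorescence two-fold or more over control wells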;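 further: signal is the first read of a kinetic run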
TNAP act DEA: human TNAP enzyme activators, primary screen, biochemical, luminescent, intermediate phosphate acceptor level | 64,000 tested, under 10 active | Alkaline phosphatase, tissue-nonspecific isozyme (Homo sapiens), P05186 | activation factor at 20 µM | AID 813, 2007 | purified TNAP, CDP-star luminescence, 100 mM DEA, 30 min; stronger effect = higher value; scale: 0 levamisole-inhibited, 1 vehicle-only enzyme;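 active means activation factor of at least 2 at 20 µM, relative to controls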
M1 antagonist: antagonists of rat M1 muscarinic receptor | CHO-M1 cells, Fluo-4 calcium, ACh EC80 antagonist mode; stronger effect = lower value | B-score at 10 µM | hit rate 3.4% among 64,000 | AID 628, 2007;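 active means calcium fluorescence response, raw or row-and-column corrected B-score, differing from the plate sample mean either way at a set confidence level, mostly lower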
Target sequence (P08482 whole entry, looked up): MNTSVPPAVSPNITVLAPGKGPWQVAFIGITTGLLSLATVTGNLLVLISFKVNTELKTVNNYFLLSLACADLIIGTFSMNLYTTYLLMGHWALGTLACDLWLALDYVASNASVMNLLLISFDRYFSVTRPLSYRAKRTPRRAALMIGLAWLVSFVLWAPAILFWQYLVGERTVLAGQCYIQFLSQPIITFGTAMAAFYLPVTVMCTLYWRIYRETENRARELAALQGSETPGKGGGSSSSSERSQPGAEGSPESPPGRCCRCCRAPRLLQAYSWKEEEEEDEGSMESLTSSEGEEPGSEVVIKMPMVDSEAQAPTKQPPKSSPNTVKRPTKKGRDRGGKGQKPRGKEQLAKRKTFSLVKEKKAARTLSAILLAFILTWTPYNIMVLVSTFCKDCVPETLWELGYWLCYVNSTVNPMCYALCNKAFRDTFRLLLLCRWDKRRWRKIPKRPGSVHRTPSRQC
NADH enzymes: inhibitors of PK/LDH coupling enzymes, profiling panel, artefact control, biochemical, MLSMR library; coupled PK/LDH NADH assays, four targets; hit rate 0.02% among 65,000; IC50, µM (series often up to 10 µM), for inactives: at the highest dose inhibition; AID 774, 2007;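 active means single-dose screening hits from any of four coupled enzyme assays that gave an IC50 when retested across doses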;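 further: the DPM-DC format reads NADH fluorescence rather than 340 nm absorbance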
tolC growth inh: growth inhibitors of E. coli tolC mutant, primary screen, strain BW25113 ΔtolC::kan, 384-well; OD615; growth inhibition, % at 10 µM (by protocol); hit rate 2.2% among 65,000;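 active means growth inhibition at or above a cutoff equal to the mean over every tested compound plus 3 SD, cut at about 60% in these data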;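 further: growth measured after 20 h incubation at 37 °C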
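Test system: E. coli BW25113 ΔtolC::kan bacteria; incubation: 37 °C, 20 h exposure; medium: LB broth supplemented with 50 µg/mL kanamycin; read-out basis: percent growth inhibition; signal: A615 absorbance measurement; compound: 10 µM final, single dose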
E coli RNAP: E. coli RNAP inhibitors, biochemical | DNA-directed RNA polymerase subunit beta (Escherichia coli (strain K12)), P0A8V2 | E. coli RNA polymerase, fluorescence transcription assay | inhibition, %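 (tested at 10 µM)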 | hit rate 0.2% among 62,000 | AID 559, 2006; in the data active means inhibition above about 20%;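 further: 0% = enzyme without compound and 100% = no enzyme blank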
SF-1 act: activators of human SF-1, primary screen, cell-based, CHO-K1, Gal4-SF-1 LBD, luciferase luminescence; hit rate 1.9% among 65,000; activation, % at 10 µM; CHO-K1 Gal4-SF-1 LBD luciferase reporter; % increase over DMSO SF-1-specific signal; AID 522, 2006; Steroidogenic factor 1 (Homo sapiens), Q13285;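 active means activation above the mean activation of all tested compounds plus 3 SD, cut at about 50% in these data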
Target sequence (Q13285 whole entry, looked up, the tested form may be a part): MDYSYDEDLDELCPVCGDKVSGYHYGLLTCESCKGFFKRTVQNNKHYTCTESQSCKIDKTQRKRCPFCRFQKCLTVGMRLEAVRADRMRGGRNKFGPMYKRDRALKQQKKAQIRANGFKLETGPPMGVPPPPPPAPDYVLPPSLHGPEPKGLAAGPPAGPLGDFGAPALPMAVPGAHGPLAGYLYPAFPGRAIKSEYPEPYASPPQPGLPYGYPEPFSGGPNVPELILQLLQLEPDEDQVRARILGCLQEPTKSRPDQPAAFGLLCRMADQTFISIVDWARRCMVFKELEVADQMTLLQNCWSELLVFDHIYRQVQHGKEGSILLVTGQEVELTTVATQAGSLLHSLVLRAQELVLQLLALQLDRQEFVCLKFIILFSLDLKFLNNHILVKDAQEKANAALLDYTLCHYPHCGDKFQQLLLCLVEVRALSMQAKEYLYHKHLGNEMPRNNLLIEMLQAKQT
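Compound – one dose, 10 µM compound, 1% DMSO · Test system – transient Gal4-SF-1 LBD reporter, CHO-K1 · Input – 4,000 cells in each well · Read-out basis – percent activation relative to DMSO median and mock-transfected background · Replicates – single measurement per compound · Technique – steady-glow luciferase luminescence, read after 15 min reagent incubation · Timing – 20 h compound treatment, 37 °C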
RORA act: activators of orphan receptor RORA, primary screen, cell-based, luminescence | Nuclear receptor ROR-alpha (Homo sapiens), P35398 | CHO-K1 Gal4-RORA LBD luciferase reporter; percent increase over mock-subtracted basal signal | activation, % at 10 µM | hit rate 1.5% among 65,000 | AID 560, 2006;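 active means activation above the mean of all tested compounds plus 3 SD, cut at about 49% in these data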;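 further: 0% = DMSO-treated RORA cells and 100% = added signal equal to DMSO minus mock-transfected cells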
M1 ag: M1 muscarinic receptor agonists, primary screen, CHO-M1 cells, Fluo-4 calcium, agonist mode. B-score at 10 µM. Fluo-4 calcium fluorescence; stronger effect = higher value. Muscarinic acetylcholine receptor M1. hit rate 3% among 64,000;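 active means fluorescence rise, raw or as B-score row- and column-corrected plate score, outside the 99.7% band of its plate's samples, either direction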
* marks the source's active call; other numbers are inactive results; nt = not tested or not shown; [ ] = dose if it differs, or a comment.

Order of results: Autofluor 339	TNAP act DEA	M1 antagonist	NADH enzymes	tolC growth inh	E coli RNAP	SF-1 act	RORA act	M1 ag
1. O=C1C2C3C=CC(C3=C3CCCCC3)C2C(=O)N1c1ccccc1 (stereo not drawn)
    1.1	1	0.019	3%	1	12	-12	-5	1.8
2. Nc1nc(-c2ccco2)nn1C(=O)CCc1ccccc1
    1.1	0.9	0.074	4%	-8	6	0	-8	0.019
3. O=C(Cn1cnc2ccccc2c1=O)N(Cc1ccco1)c1ccc(O)cc1
    1.1	1	-0.38	0%	5	5	-7	-19	-1.5
4. Cc1cc(/C(O)=C2\C(=O)C(=O)N(CCN(C)C)C2c2ccncc2)ccc1OCc1ccccc1 (stereo not drawn)
    1	1	0.24	6%	8	4	3	-9	-0.37
5. O=C(NCC1CCCO1)C1CC(c2ccc(Cl)c(Cl)c2)=NO1 (stereo not drawn)
    1.1	0.8	-1.4	3%	-13	2	34	3	-1.3
6. O=c1[nH]c2c(s1)C(c1ccco1)C1C3CCC(C3)C1S2 (stereo not drawn)
    1	0.9	-0.9	2%	15	2	-3	-30	-0.62
7. Cc1nc2ccccc2c2oc(C(=O)N3CCc4ccccc43)cc12
    1.5	0.9	-1.5	6%	2	6	-7	-11	0.4
8. O=c1[nH]c(NCc2ccccc2)nc2c1CCC2
    1.1	0.9	-0.85	4%	-7	6	-13	-17	-0.48
9. CCOC(=O)C1CCCCN1C(=O)CCc1c(C)nc2ncnn2c1C (stereo not drawn)
    1.1	0.9	0.022	4%	-14	6	7	22	-0.64
10. COc1cccc(C2=NC(C)(C)NC(c3ccccc3O)C2)c1 (stereo not drawn)
    1.1	0.8	0.065	8%	18	1	30	12	0.18
11. COCCSc1nnc(NC(=O)CSc2ccccc2)s1
    1.1	0.9	1.2	5%	5	-4	3	-4	0.56
12. CCN(CC)c1ccc(NC(=O)c2ccc(Br)o2)c(C)c1
    1.1	0.9	0.55	5%	9	7	21	16	0.37
13. C=C(C)COc1ccc(-c2[nH]ncc2Oc2cccc(OC)c2)c(O)c1
    1.1	0.9	-0.012	6%	100*	9	-2	2	0.51
14. CCn1c(SCC(=O)Nc2cc(F)ccc2C)nnc1-c1ccccc1O
    1.1	0.9	nt	5%	55	-2	-5	10	nt
15. Cc1ccc(NC(=O)Cn2nc(C)c3ccccc3c2=O)cc1F
    1.1	0.9	0.26	7%	35	7	5	-7	-0.65
16. CC(=O)Nc1ccccc1OCC(=O)c1ccc2c(c1)OCO2
    1	0.9	0.87	4%	-9	6	25	65*	-0.057
17. Cc1ccc2c(c1)C(N1CCCC1=O)CC(c1ccco1)N2 (stereo not drawn)
    2.6*	0.9	-0.02	1%[fluoresces]	9	10	58*	52*	2.6*
18. CCOc1cccc(NC(=O)CSc2nncn2N)c1
    1.1	0.9	0.18	8%	-5	nt	16	-26	-1.2
19. Cc1ccc(-c2noc(CCC(=O)N3CCCc4ccccc43)n2)cc1
    0.9	0.9	0.73	9%	92*	7	-8	-11	-0.25
20. COc1cc(C(=O)OCC(=O)c2cc(C)n(C)c2C)cc(NC(=O)c2ccco2)c1OC
    2.9*	0.9	0.047	11%	-11	2	-10	0	0.11
21. COc1cc(C(=O)Nc2ccc(NC(=O)c3ccco3)nc2)cc(OC)c1OC
    1.1	0.9	-0.42	8%	-11	6	20	-5	0.025
22. C=CCn1cnc2c(NCc3ccccc3)ncnc21
    1	0.9	0.89	6%	-11	6	65*	46	-0.4
23. Cc1onc(-c2ccccc2)c1C(=O)Nc1nnc(-c2ccncc2)s1
    3.8*	0.9	nt	8%[fluoresces]	38	7	19	-6	-0.1
24. COc1ccc(C(O)Cc2nc3ccccc3n2C)cc1OC (stereo not drawn)
    1.1	nt	-1.6	2%	-11	nt	8	5	0.16
25. COc1cc2c(cc1OC)C(c1ccc(N(C)C)cc1)CC(=O)N2 (stereo not drawn)
    1.1	0.9	-0.13	5%	8	6	-10	12	0.09
26. O=C(O)C1CC=CCC1C(=O)Nc1cccc(Cl)c1Cl (stereo not drawn)
    1.1	0.9	-0.016	4%	-2	6	-18	-17	0.038
27. CCCC(=O)C1=C(c2ccccc2)C(C#N)(C#N)C(C#N)=C1N
    1.2	0.9	-0.16	8%	8	10	-3	-1	-1
28. COc1cc(-c2nnc(SCc3c(F)cccc3Cl)o2)cc(OC)c1OC
    1	0.8	-1	1%	41	3	-20	15	-0.48
29. CC1CCCCC1NC(=O)Cn1[nH]c(=O)c2ccccc2c1=O (stereo not drawn)
    1.2	1	0.34	4%	-8	3	-1	-4	-0.033
30. CN(C)CC(=O)Nc1ccc(S(N)(=O)=O)cc1
    1.1	0.9	nt	2%	-6	-3	nt	nt	nt
31. COc1cccc(C(=O)CSc2nnc(-c3cccs3)o2)c1
    0.98	0.9	0.075	1%	-17	7	-21	-16	0.38
32. CCCCN1c2ccccc2N(CCCO)c2cc(C)nnc21
    1.1	0.9	0.38	1%	9	nt	10	26	0.81
33. CC1=C(C(=O)OCc2ccccc2)C(c2ccco2)n2ncnc2N1 (stereo not drawn)
    1	0.8	-0.95	4%	7	7	-15	-12	0.29
34. O=C1CC(N2CCN(CCc3ccccn3)CC2)C(=O)N1c1ccc(Cl)cc1 (stereo not drawn)
    0.97	1	0.18	9%	-13	7	-12	-6	0.12
35. COC(=O)c1c(O)ccc(Oc2ccccc2)c1C(=O)OC
    1.5	0.9	0.54	4%	-8	8	4	-4	0.55
36. Cc1ccc(N(CC(=O)NC2CCCC2)C(=O)CCCC(=O)Nc2ccccn2)cc1C
    1	0.9	-0.012	7%	-3	9	3	4	-0.053
37. COC(=O)c1c(NC(=O)c2ccc(Br)s2)sc2c1CCC2
    1.7	0.9	nt	4%	-1	11	-15	-12	1
38. CCCn1c(=N)n(CC(=O)c2cccs2)c2ccccc21
    1	0.9	-0.02	4%	13	-2	13	10	0.88
39. Nc1c(C(=O)c2cccs2)oc2ccccc12
    1.2	0.9	0.04	8%	-6	1	-1	-8	-0.35
40. COC(=O)C1=C(C)NC(=O)NC1C1CC=CCC1 (stereo not drawn)
    1.1	1	nt	3%	-15	11	-2	13	nt
41. CCCC(c1c(C)n(C)n(-c2ccccc2)c1=O)c1c(C)n(C)n(-c2ccccc2)c1=O
    1.1	1	0.45	8%	0	3	-10	14	-0.18
42. Cc1cc(C)n2c(SCC(=O)N(C)C3CCS(=O)(=O)C3)nnc2n1 (stereo not drawn)
    1.1	1	0.66	8%	-1	-5	14	-27	-0.92
43. COc1ccc(Cl)cc1Nc1nc(NCCO)nc(N2CCCC2)n1
    1	0.9	0.0022	4%	-7	15	-14	-8	-0.046
44. O=C(Nc1cccc2ccccc12)OC1C=CS(=O)(=O)C1 (stereo not drawn)
    1.1	0.9	0.42	8%	-11	3	-2	-25	-1.2
45. CCCN(CCO)Cc1cccc(Oc2ccccc2)c1
    1.1	1	-1.5	1%	-12	8	12	18	0.45
46. CCOC(=O)c1c(C)c(C(=O)NCCCOC(C)C)c(C)n1C
    1.1	1	-0.56	6%	-10	6	5	6	0.33
47. O=C(c1ccc2c(c1)OCO2)N1CCCN(C(=O)c2ccc3c(c2)OCO3)CC1
    1.4	0.9	0.0017	3%[fluoresces]	-13	8	19	-5	0.56
48. COc1ccccc1NC(=O)CSc1nnc(-c2ccncc2)n1CC1CCCO1 (stereo not drawn)
    1	0.9	0.014	2%	-22	7	10	1	0.049
49. COC(=O)Sc1nnc(-c2ccc(Br)cc2)o1
    1.5	1	0.6	20µM*	1	10	-4	20	-0.11
50. Brc1cccc(/C=N\n2cnnc2)c1
    1.1	1	-0.65	8%	-21	-3	-10	44	-0.00055
51. NC(=O)C1CCN(C(=O)c2ccc(C(F)(F)F)cc2)CC1
    1.1	1	-0.016	5%	-7	2	12	-6	-0.33
52. CCOc1ccccc1NC(=O)C1CCCN(S(=O)(=O)c2ccc(OC)c(C)c2)C1 (stereo not drawn)
    1.1	0.9	-0.2	7%	47	11	0	-11	-0.34
53. CC(=O)C(Sc1nn(C)c(=S)s1)C(=O)Nc1ccccc1 (stereo not drawn)
    1.1	0.9	0.4	6%	34	1	5	5	-2.9
54. Cc1ccc(SCc2[nH]nc3c2C(c2ccc(C)o2)C(C#N)=C(N)O3)cc1 (stereo not drawn)
    1	0.8	0.33	2%	21	6	4	5	-0.39

Screens as filed in PubChem BioAssay.
